Screening data from PubChem.
KOR beta-arrestin-1 = kappa opioid receptor blockers – cell-based, luminescence, uHTS (AID 1778) | KOR beta-arrestin recruitment, luminescence, antagonist mode; higher % means a stronger effect | inhibition, % at 10 µM; hits with a dose series show IC50 in µM | 0.091% of 290,000 active; also: strong numbers were not always called active
PhoP inhibition = PhoP-dependent GFP reporter repression – Salmonella Typhimurium, primary screen (AID 1863); S. Typhimurium PhoP-regulated promoter GFP reporter, 4 h; higher % means a stronger effect; inhibition, % at 50 µM, or IC50 in µM where a hit was titrated; 0.16% of 300,000 active;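 active = inhibition over 29.93%, a cutoff 3 SD above the screen mean, later confirmed by dose response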;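 also: 0% = low Mg2+ inducing control and 100% = high Mg2+ repressing control; strong numbers were not always called active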
Myeloid diff 2 = myeloid differentiation induction; calls only at 10 µM; 1% of 360,000 active; ER-HoxA9 myeloid progenitors, lysozyme-GFP differentiation, flow cytometry;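 active = normalized GFP-positive differentiation at or above the plate's own cutoff, the solvent-only control mean plus 3 SD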;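 also: cells exposed to compound for four days before flow analysis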
LYP phosphatase = inhibitors of LYP phosphatase, biochemical, fluorescence intensity, uHTS (AID 1779) | recombinant LYP phosphatase, fluorescence intensity; higher % means a stronger effect | one-dose inhibition, % at 11.5 µM; IC50 in µM for titrated hits | 0.054% of 290,000 active;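 also: plate controls were vehicle with enzyme for no effect and no enzyme for full effect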
HEK293 NOD2/NF-kB = NOD2 signaling inhibitors, cell-based, luminescence, uHTS, HEK293 (AID 1566); HEK293 NOD2/NF-kB luciferase reporter, luminescence; higher % means a stronger effect; inhibition, % at 4 µM; hits with a dose series show EC50 in µM; 0.63% of 290,000 active; also: many of its hits are not listed in these tables
KOR beta-arrestin-2 = kappa opioid receptor activators – cell-based, luminescence, uHTS, primary screen (AID 1777); KOR beta-arrestin recruitment, luminescence; higher % means a stronger effect; activation, % at 10 µM; hits with a dose series show EC50 in µM; 0.02% of 280,000 active; in the data active = activation above about 50%, passing the limit was not always enough; also: a part of the inactive calls stands beside numbers as strong as those of hits
SIAH1 antagonists = Siah-1 peptide-binding antagonists, primary screen, biochemical, fluorescence polarization, rhodamine-plectin, uHTS (AID 1817); displacement, % at 20 µM, or IC50 in µM where a hit was titrated; 0.02% of 290,000 active; Siah-1 / rhodamine-plectin peptide fluorescence polarization; higher % means a stronger effect;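 active = displacement of at least 50% at 20 µM, with a fluorescence ratio check between 0.3 and a set limit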;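 also: plate controls were Siah plus tracer with DMSO for no effect and tracer alone without Siah for full effect; strong numbers were not always called active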
NOD1 NF-kB reporter = NOD1 signaling inhibitors, primary screen, cell-based, luminescence, uHTS (AID 1578); inhibition, % at 4 µM; hits with a dose series show EC50 in µM; 1% of 290,000 active; NOD1-driven NF-kB luciferase reporter cells, luminescence; higher % means a stronger effect; in the data active = inhibition mostly above about 36%, no sharp cut-off; inactive = mostly below about 34%;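 also: HEK-293T reporter cells stimulated with the NOD1 agonist gamma-tri-DAP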
HIV fusion peptide = cell-free HIV fusion peptide-binding blockers – biochemical, uHTS, fluorescence dequenching, primary screen (AID 1986); cell-free peptide binding, fluorescence dequenching, 30 min; higher % means a stronger effect; inhibition, % at 20 µM; hits with a dose series show IC50 in µM; 0.3% of 290,000 active; in the data active = inhibition mostly above about 52%, no sharp cut-off; inactive = mostly below about 76%; also: some results filed as inactive read as strong as hits
Myeloid diff 2 GFP+ MAC1+ % = second read-out of Myeloid diff 2, no call of its own (marks repeat the call); GFP+ MAC1+ double positive, %; measured here: differentiation confirmed by MAC1 staining
Active calls of the source: *; i = inactive; nt = no result given; + = active, no number; [ ] = another dose, or the depositor's remark. Rule as the data show it, unless noted: active = inhibition above about 50%; inactive = the rest. The list is partial, so the mix of outcomes need not match the whole.

SMILES	KOR beta-arrestin-1	PhoP inhibition	Myeloid diff 2	Myeloid diff 2 GFP+ MAC1+ %	LYP phosphatase	HEK293 NOD2/NF-kB	KOR beta-arrestin-2	SIAH1 antagonists	NOD1 NF-kB reporter	HIV fusion peptide
O=C(Nc1ccccc1N1CCOCC1)C1CCCCN1S(=O)(=O)c1ccccc1 (stereo not drawn)	-13%	8%	i	1.0	-4%	23%	-1.1%	-4%	-2%	-1.5%
CCCNC(=O)CSc1nnc(-c2ccco2)n1C	-12%	0%	i	2.3	-9%	-6%	-0.4%	4%	-9%	-2.4%
COc1ccc(S(=O)(=O)N(CCc2ccccc2)CC(=O)NCCCO)cc1	4%	-3%	i	4.3	-10%	8%	2.8%	1%	-6%	-4.0%
COc1ccccc1/C=C/C=N/NC(=O)c1cc(-c2ccco2)[nH]n1	-18%	24%	i	0.7	7%	18%	1.2%	15%	-2%	26%
O=C(COC(=O)CCN1C(=O)c2cccc([N+](=O)[O-])c2C1=O)NCc1ccccc1	20%	-7%	i	0.3	10%	0%	-2.4%	2%	-29%	-2.0%
C=CCNC(=S)NNC(=O)C(CCCC)CC(O)COCC(C)C (stereo not drawn)	-37%	-9%	i	0.1	-7%	-12%	2.1%	-1%	-8%	-2.2%
COc1ccc(-c2nnn(CC(=O)N(CC3CCCO3)C(C(=O)NC(C)(C)C)c3ccco3)n2)cc1OC (stereo not drawn)	-2%	3%	i	0.5	-3%	-1%	-3.1%	7%	-42%	-1.3%
CN(CCC#N)C(=O)COC(=O)c1ccc(Cl)c(S(N)(=O)=O)c1	15%	-2%	i	0.6	-8%	9%	-5.2%	2%	-23%	3.0%
CC(C)CSc1nc2ccccc2[nH]1	-7%	-3%	i	0.6	-4%	-12%	-0.1%	8%	-24%	58%
Cc1cc(C)c(C)c(S(=O)(=O)NCc2ccco2)c1C	-11%	2%	nt	nt	-7%	18%	4.6%	1%	-15%	0.0%
COc1ccc(OC)c(N/C(N)=N/c2nc(C)cc(C)n2)c1	-24%[20 µM]	-10%	i	1.0	-2%	6%	-4.1%	-3%	-19%	0.1%
CCCCCSc1ncccc1C(=O)O	-4%	-4%	i	0.8	-3%	-17%	-0.8%	-2%	0%	0.7%
O=C(NC1CCN(c2ncccn2)CC1)c1c(F)cccc1F	32%	4%	i	0.5	-2%	-18%	-5.3%	-1%	10%	-2.5%
CC(COc1ccc(C(C)C)cc1)NC(=O)c1ccc(Br)o1 (stereo not drawn)	-23%	-8%	i	0.9	2%	5%	-0.7%	-4%	-8%	2.3%
CCc1c(C)nc2c(-c3ccccc3)c[nH]n2c1=O	27%	0%	i	0.0	-8%	13%	-0.2%	4%	-27%	-1.4%
CCOc1ccc(NC(=O)Cc2cccc3ccccc23)c([N+](=O)[O-])c1	46%	-15%	i	0.2	4%	9%	-2.2%	0%	-1%	2.0%
Cc1sc(N)nc1-c1c(C)n(C)c2ccccc12	1%	9%	i	0.8	-7%	16%	-4.5%	0%	-6%	-1.0%
CN(C)c1cc[n+](CCC(=O)Nc2cccc([N+](=O)[O-])c2N)cc1	-5%	9%	i	1.6	-1%	-2%	0.3%	-3%	-33%	0.2%
O=C(Nc1ccccc1C(=O)NC(Cc1ccccc1)C(=O)NC1CCCCCC1)c1ccccc1 (stereo not drawn)	4%	-2%	i	0.7	-4%	-6%	0.9%	1%	21%	1.8%
CS(=O)(=O)N1CCC(Oc2ccccc2C(=O)NC2CCOC2)CC1 (stereo not drawn)	-5%	2%	i	1.0	-5%	-1%	0.0%	-3%	-46%	0.3%
O=C(O)CSc1nnnn1-c1ccccc1	12%	-16%	i	12	-8%	13%	-2.2%	1%	-21%	-1.8%
Cc1cc(F)ccc1S(=O)(=O)N1CCCOC1CNC(=O)C(=O)NCCC1=CCCCC1 (stereo not drawn)	38%	10%	i	1.0	0%	17%	6.9%	6%	-38%	-1.3%
CCOC(=O)c1c(NC(=O)COC(=O)Cn2cnc3ccccc32)sc2c1CCC(C)C2 (stereo not drawn)	-1%	10%	i	0.5	1%	-4%	-0.2%	2%	-31%	-1.5%
COc1cc(-c2[nH]nc3c2C(c2ccco2)C(C#N)=C(N)O3)cc(OC)c1OC (stereo not drawn)	-2%	2%	i	0.7	-4%	-5%	-2.9%	7%	-11%	6.3%
O=P(Cc1ccccc1)(c1ccccc1)c1ccccc1	-11%	1%	i	0.5	-3%	5%	-1.6%	1%	0%	-3.0%
Cn1cnnc1SCC(=O)NCCC(c1ccccc1)c1ccccc1	2%	5%	i	1.3	-1%	-15%	1.0%	5%	-29%	-0.2%
O=C(Oc1c(-c2ccco2)oc2ccccc2c1=O)c1cccnc1	-8%	5%	i	0.1	-3%	16%	1.3%	-7%	-59%	-2.6%
CCOC(=O)N1CCN(S(=O)(=O)c2ccc(Cl)cc2)CC1	-45%[20 µM]	-5%	i	0.1	-4%	12%	-1.8%	2%	13%	0.7%
COc1ccc(S(=O)(=O)N2CCOC2CNC(=O)C(=O)NCc2ccc(F)cc2)cc1 (stereo not drawn)	24%	-5%	nt	nt	2%	8%	-4.1%	2%	-12%	2.3%
CCCn1c(=O)c(/C(N)=N/O)nn(-c2cccc(C(F)(F)F)c2)c1=O	9%	17%	i	1.1	-10%	10%	-2.4%	-6%	6%	-1.3%

Compound profiles, as listed above. Screens in order: KOR beta-arrestin-1, PhoP inhibition, Myeloid diff 2, Myeloid diff 2 GFP+ MAC1+ %, LYP phosphatase, HEK293 NOD2/NF-kB, KOR beta-arrestin-2, SIAH1 antagonists, NOD1 NF-kB reporter, HIV fusion peptide
Profile of COc1ccc(-c2nnn(CC(=O)N(CC3CCCO3)C(C(=O)NC(C)(C)C)c3ccco3)n2)cc1OC (stereo not drawn) → -2%, 3%, i, 0.5, -3%, -1%, -3.1%, 7%, -42%, -1.3%
Profile of O=C(COC(=O)CCN1C(=O)c2cccc([N+](=O)[O-])c2C1=O)NCc1ccccc1 → 20%, -7%, i, 0.3, 10%, 0%, -2.4%, 2%, -29%, -2.0%
Profile of O=C(Nc1ccccc1N1CCOCC1)C1CCCCN1S(=O)(=O)c1ccccc1 (stereo not drawn) → -13%, 8%, i, 1.0, -4%, 23%, -1.1%, -4%, -2%, -1.5%
Profile of CCc1c(C)nc2c(-c3ccccc3)c[nH]n2c1=O → 27%, 0%, i, 0.0, -8%, 13%, -0.2%, 4%, -27%, -1.4%

Continued:
SMILES	KOR beta-arrestin-1	PhoP inhibition	Myeloid diff 2	Myeloid diff 2 GFP+ MAC1+ %	LYP phosphatase	HEK293 NOD2/NF-kB	KOR beta-arrestin-2	SIAH1 antagonists	NOD1 NF-kB reporter	HIV fusion peptide
CCOC(=O)c1[nH]c2ccc(F)cc2c1NC(=O)Nc1ccccc1OC	-24%	8%	i	0.9	-2%	1%	2.1%	-3%	-17%	-0.3%
O=C(O)COCC(=O)Nc1ccc(OCCc2ccccc2)cc1	10%	3%	i	0.5	-10%	11%	-2.1%	3%	-9%	0.4%
CCOC(=O)c1cn(CC)c2cc(F)c(F)cc2c1=O	29%	3%	i	0.4	0%	9%	0.9%	5%	2%	0.1%
Cc1ccc(NS(=O)(=O)c2cc(C(=O)Nc3cccc([N+](=O)[O-])c3)ccc2C)cc1	10%	-1%	i	1.4	-1%	-46%	1.7%	-6%	26%	-1.6%
CCCCN=C(Nc1ccc(Cl)cc1)c1cccnc1	-16%	-5%	i	1.6	4%	20%	0.0%	2%	15%	0.5%
N#Cc1cccc(NC(=O)CN2CCN(Cc3ccccc3)CC2)c1	-39%	3%	i	0.4	-11%	2%	1.5%	2%	0%	-1.1%
Cc1ccc(N/C(CSC(N)=O)=N/S(=O)(=O)c2ccccc2)cc1	-8%	2%	i	0.4	-6%	-15%	3.4%	-2%	-7%	3.3%
CC(=O)NC(CCS(C)(=O)=O)C(=O)Nc1nccs1 (stereo not drawn)	4%	-10%	i	0.9	-9%	21%	-1.8%	-2%	25%	-0.7%
COc1ccc(/C=N/NC(=O)c2ccc3c(c2)OCO3)c(C(=O)O)c1OC	-35%[20 µM]	-8%	i	0.3	-7%	9%	0.2%	-2%	7%	-1.4%
CC(C(=O)Nc1ccc(C(=O)O)cc1)N1C(=O)c2ccccc2C1=O (stereo not drawn)	4%	-4%	i	3.0	-4%	-11%	-1.7%	1%	-15%	0.2%
COc1cc(NS(=O)(=O)c2ccc(NC(=S)NC(=O)c3ccco3)cc2)ncn1	-15%	-2%	i	0.2	9%	0%	-4.5%	-3%	-34%	2.0%
CC(C)N(CCO)C(=O)CCc1nnc(CCCc2ccccc2)o1	-14%[20 µM]	3%	i	0.2	-4%	-36%	nt	-3%	4%	-0.8%
CCNC(=O)Cc1ccc(NS(=O)(=O)c2ccc(F)cc2)cc1	22%	27%	i	1.1	6%	-17%	nt	6%	-8%	-2.5%
CCC(=O)N1CCc2cc(Br)cc(S(=O)(=O)NCCCN(C)Cc3ccccc3)c21	8%	1%	i	0.4	-8%	-7%	-2.9%	0%	2%	0.4%
Nc1cc(S(=O)(=O)O)cc([N+](=O)[O-])c1O	-23%	-3%	i	0.6	5%	8%	0.8%	-5%	-34%	2.5%
CCC(Sc1nc(=O)cc(N)n1CCc1ccccc1)C(=O)Nc1ccccc1C#N (stereo not drawn)	7%	10%	i	0.0	-6%	5%	-2.6%	-1%	6%	-1.6%
C/C(=N\Nc1ccc(Cl)c(C(=O)O)c1)c1ccc(N2CCOCC2)cc1	10%	0%	i	2.4	2%	-11%	2.9%	1%	-8%	3.5%
O=C(COc1ccc(Cl)cc1)Nc1ccc2c(c1)nc1n2CCOC1	-7%	-11%	i	1.8	-6%	3%	-1.1%	0%	-22%	1.2%
Cc1nc(C)c(-c2ccccc2)c(=O)[nH]1	6%	14%	i	0.3	-7%	5%	9.0%	0%	3%	2.1%
COc1ccc(/C=C/C(O)=C(\C#N)c2nnc(N3CCOCC3)n2-c2ccccc2)cc1OC	-6%	3%	i	0.4	7%	9%	11%	5%	4%	0.0%
CNS(=O)(=O)/C=C/c1ccccc1	6%	-3%	i	0.1	-2%	5%	0.3%	-1%	-26%	-0.3%
COc1ccc(CCNC(=O)CN2CCCc3ccccc32)cc1OC	4%	-2%	i	0.9	-3%	9%	9.0%	1%	-3%	2.8%
Cc1ccc(N2CC(C(=O)Nc3ccc(S(=O)(=O)N4CCCC4)cc3)CC2=O)cc1C (stereo not drawn)	32%	-3%	i	1.2	-2%	0%	1.4%	-1%	10%	2.0%
Cc1ccc(N2CCN(c3ccc(C)cc3)C(CC(=O)O)C2=O)cc1 (stereo not drawn)	29%	6%	+	2.7*	-1%	-2%	-3.2%	8%	nt	-0.6%
Cc1ccccc1NC(=S)NN1CCN(C)CC1	-5%	-7%	i	2.5	-6%	17%	-2.1%	4%	0%	-1.2%
COc1ccc(S(=O)(=O)N2CCN(C(=O)c3cc(-c4ccccc4OC)n[nH]3)CC2)cc1	3%[20 µM]	nt	i	1.7	-12%	26%	-3.8%	1%	0%	-1.5%
COc1ccc(/C=C2\N=C(SC)N(c3ccccc3OC)C2=O)cc1	-19%	-2%	i	0.2	-2%	16%	5.5%	-6%	54%*	-0.3%
Cc1ccc(C2CC(=O)Nc3cc4c(cc32)OCCO4)s1 (stereo not drawn)	21%	-7%	i	7.4	-8%	5%	0.7%	3%	nt	0.5%
Cc1ccc(C)c(-c2csc(N/N=C/c3ccco3)n2)c1	-4%	-2%	i	0.1	4%	-27%	3.6%	0%	-52%	1.6%
